Assay outcomes: PubChem, several laboratories
MrgX1 antagonist: human MrgX1 receptor antagonism, primary screen. Q96LB2. MRGX1-HEK293 calcium flux, Fluo-4, BAM8-22 antagonism; hits give low values. B-score at 10 µM. 1.3% of 310,000 active. AID 588676;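 active = calcium-response B-score plate-corrected more than 3 library SD below zero, starting fluorescence within 5 deviations, no agonist response on first addition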;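 note: peak minus trough fluorescence over baseline after final BAM8-22 challenge near maximal dose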
Target sequence (Q96LB2 whole entry, looked up): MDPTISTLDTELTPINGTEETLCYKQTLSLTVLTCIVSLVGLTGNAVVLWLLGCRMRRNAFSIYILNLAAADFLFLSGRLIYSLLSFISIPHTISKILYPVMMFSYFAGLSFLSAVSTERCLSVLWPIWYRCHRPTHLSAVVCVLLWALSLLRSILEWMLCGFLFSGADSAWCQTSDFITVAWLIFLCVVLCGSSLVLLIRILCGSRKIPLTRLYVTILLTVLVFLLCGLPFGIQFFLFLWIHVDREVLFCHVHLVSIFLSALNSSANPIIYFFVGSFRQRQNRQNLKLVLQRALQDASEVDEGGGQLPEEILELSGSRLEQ
RGS4 pot: RGS4 potentiation or activation. AID 463111. B-score at 10 µM. 0.92% of 310,000 active. HEK293 M3R/inducible RGS4, carbachol calcium flux Fluo4; hits give low values;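 active = B-score of the integrated calcium signal more than 4 SD below the library mean, with starting fluorescence not abnormally high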;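 note: negative B-score means reduced calcium response which marks RGS4 activation or potentiation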
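test system = HEK293 cells with stable M3R and inducible RGS4 | schedule = recording 10 s baseline at 1 Hz, 100 s post-agonist | technique = Fluo4-AM (2 µM) calcium-flux fluorescence, kinetic read | measure = Agonist-evoked peak-minus-minimum fluorescence over baseline, integrated ratio, B score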
MrgX1 allo act: human MrgX1 positive allosteric modulation, primary screen; MrgX1-HEK293, Fluo-4 calcium flux, FDSS; hits give high values; B-score at 10 µM; 0.63% of 310,000 active;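 active = plate-corrected calcium response at least 3 library SD above typical, normal starting fluorescence, not activating the receptor alone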;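 note: compound read alongside a low EC10 to EC30 dose of BAM8-22 agonist; peak minus trough fluorescence over baseline measured at the second addition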
RGS4 inh: human RGS4 inhibition. 0.45% of 310,000 active. P49798. B-score at 10 µM. HEK293 M3R/RGS4 inducible, Fluo-4 calcium flux; hits give high values; triggered by carbachol at its EC20;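 active = B-score, a plate-corrected calcium signal, over three deviations above library mean, with baseline fluorescence within five deviations of library mean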;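 note: RGS4 expression induced by doxycycline in cells with stable M3 receptor; B-score is computed from the integrated fluorescence ratio over baseline after carbachol; higher B-score means a larger calcium signal and so more RGS4 inhibition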
Target sequence (P49798 whole entry, looked up): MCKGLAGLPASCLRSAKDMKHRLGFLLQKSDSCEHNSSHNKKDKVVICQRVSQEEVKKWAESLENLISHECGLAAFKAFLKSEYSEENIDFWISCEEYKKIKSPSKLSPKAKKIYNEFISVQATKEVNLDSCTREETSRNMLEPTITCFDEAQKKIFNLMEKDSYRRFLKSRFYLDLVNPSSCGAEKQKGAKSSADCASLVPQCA
Platelet DG rel: modulates dense granule release in human platelets. human platelet-rich plasma, SFLLRN dense granule ATP release, luminescence. inhibition, %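 (compounds screened at 7.5 µM in platelet-rich plasma)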. 0.22% of 300,000 active;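 active = mean replicate score, as percent of positive control, at or above 50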
SKKanGAS inh: SKKanGAS growth inhibition; 1.3% of 300,000 active; S. pyogenes SKKanGAS, kanamycin growth, BacTiter-Glo, 6 h; inhibition, % at 7.5 µM;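 active = mean replicate score, as percent of positive control median, at least 50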;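 note: strain carries kanamycin resistance gene driven by streptokinase promoter and grows in 40 µg/ml kanamycin; loss of luminescence reflects streptokinase promoter inhibition or plain growth inhibition; 0% = median of DMSO wells and 100% = positive control at its reference dose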
MrgX1 ag: activates human MrgX1 receptor signaling | Q96LB2 | MrgX1-HEK293 cells, Fluo-4 calcium fluorescence, agonist mode; hits give high values | B-score at 10 µM | 0.44% of 310,000 active;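 active = calcium response B-score plate-corrected fluorescence ratio at least 3 library SD, with starting fluorescence B-score inside 5 SD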
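Test system: HEK293 cells stably expressing human MrgX1 receptor; Input: fifteen thousand cells per well; Dosing: compound delivered in addition one of three; Schedule: overnight seeding, then 1 h dark dye loading; Technique: Fluo-4 NW calcium fluorescence; Measure: B-scored fluorescence response ratio; Controls: positive and negative controls per plate.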
HIF act: HIF pathway transcriptional activation. U2OS HRE-luciferase reporter, luminescence; normalized: DMSO 0%, desferrioxamine 100%. activation, % at 7.5 µM (by protocol). AID 1910. 0.32% of 300,000 active;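 active = mean activation of at least 10% of the iron chelator positive control signal, with at least half of replicates also reaching 10%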
TRPC4 block: inhibitors of mouse TRPC4 channel; Q9QUQ5; 0.39% of 300,000 active; HEK293 TRPC4beta/mu-opioid, DAMGO-evoked Fluo4 calcium flux; hits give low values; AID 2247; B-score at 10 µM;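 active = B-score over 3 SD under the library average, no early fluorescence shift, positive overall ratio signal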
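Material: HEK293 cells with stable TRPC4beta plus mu-opioid receptor expression; probe or stimulus: DAMGO in two steps, submaximal then maximal; technique: Fluo4 calcium fluorescence by kinetic imaging, 5 s 1 Hz baseline; measure: integrated fluorescence ratio relative to baseline, converted to per-well B score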
TRPC6 inhibitor: mouse TRPC6 channel inhibition | Q61143 | HEK293-TRPC6, membrane potential dye, ACh-evoked depolarization; hits give low values | B-score at 10 µM | 1.1% of 310,000 active;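 active = B-score under library mean minus 3 SD, initial fluorescence not abnormally high, positive integrated signal ratio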;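 note: B-score derived from integrated fluorescence ratio over the kinetic read; more negative B-score means stronger inhibition of depolarization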
TRPC6 activator: activators of mouse TRPC6 channel. HEK293-TRPC6 membrane potential dye fluorescence; hits give high values. B-score at 10 µM. 0.13% of 310,000 active. AID 2550;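 active = B-score of the integrated fluorescence ratio above library mean plus 3 SD, and starting fluorescence ratio within library mean plus 5 SD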;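 note: higher score means more depolarization so channel activation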
Numbers without * were called inactive.

What do the screens show for `CCOP(=O)(OCC)C(Nc1cccc(C(F)(F)F)c1)c1ccc(Br)cc1` (centres undefined)?
RGS4 pot: inactive; RGS4 inh: inactive; Platelet DG rel: 12.9; SKKanGAS inh: 13.0; HIF act: -0.3; TRPC4 block: inactive; TRPC6 inhibitor: inactive; TRPC6 activator: inactive

How did COc1ccccc1NC(=S)NC1CCCC1 do in these assays?
MrgX1 antagonist: inactive; RGS4 pot: inactive; MrgX1 allo act: inactive; RGS4 inh: inactive; Platelet DG rel: 14.0; SKKanGAS inh: -0.2; MrgX1 ag: inactive; HIF act: -0.5; TRPC4 block: inactive; TRPC6 inhibitor: inactive; TRPC6 activator: inactive

Results for O=C(NCCS(=O)(=O)N1CCN(c2ccccc2F)CC1)c1cccc(Br)c1 ?
MrgX1 antagonist: inactive; RGS4 pot: inactive; MrgX1 allo act: inactive; RGS4 inh: inactive; Platelet DG rel: -3.5; SKKanGAS inh: -4.9; MrgX1 ag: inactive; HIF act: 0.1; TRPC4 block: inactive; TRPC6 inhibitor: inactive; TRPC6 activator: inactive

Results for CCOC(=O)c1nonc1NC(C)=O ?
MrgX1 antagonist: inactive; RGS4 pot: inactive; MrgX1 allo act: inactive; RGS4 inh: inactive; Platelet DG rel: -0.9; SKKanGAS inh: -5.8; MrgX1 ag: inactive; HIF act: -0.9; TRPC4 block: inactive; TRPC6 inhibitor: inactive; TRPC6 activator: inactive

Results for COC(=O)c1nc2cc(C)ccn2c1F ?
MrgX1 antagonist: inactive; RGS4 pot: inactive; MrgX1 allo act: inactive; RGS4 inh: inactive; Platelet DG rel: -9.9; SKKanGAS inh: -4.9; MrgX1 ag: inactive; HIF act: 0.5; TRPC4 block: inactive; TRPC6 inhibitor: inactive; TRPC6 activator: inactive

How did COc1cccc(-c2csc(N3CCN(C(=O)Nc4ccc(Cl)cc4)CC3)n2)c1 do in these assays?
MrgX1 antagonist: -6.09*; RGS4 pot: -8.42*; MrgX1 allo act: inactive; RGS4 inh: inactive; Platelet DG rel: -0.8; SKKanGAS inh: 37.7; MrgX1 ag: inactive; HIF act: 0.6; TRPC4 block: inactive; TRPC6 inhibitor: inactive; TRPC6 activator: inactive

How did S=C(Nc1ccccc1)Nc1cccc(Br)c1 do in these assays?
MrgX1 antagonist: -5.41*; RGS4 pot: inactive; MrgX1 allo act: inactive; RGS4 inh: inactive; Platelet DG rel: -4.8; SKKanGAS inh: -23.3; MrgX1 ag: inactive; HIF act: 0.6; TRPC4 block: inactive; TRPC6 inhibitor: inactive; TRPC6 activator: inactive

Results for CCCCS(=O)(=O)NC1=NCN(CC)CN1 ?
MrgX1 antagonist: inactive; RGS4 pot: inactive; MrgX1 allo act: inactive; RGS4 inh: inactive; Platelet DG rel: 7.9; SKKanGAS inh: -3.4; MrgX1 ag: inactive; TRPC4 block: inactive; TRPC6 inhibitor: inactive; TRPC6 activator: inactive

Results for CCSc1nnc(NC(=O)NCC(F)(F)F)s1 ?
MrgX1 antagonist: inactive; RGS4 pot: inactive; MrgX1 allo act: inactive; RGS4 inh: inactive; Platelet DG rel: -5.6; SKKanGAS inh: 2.5; MrgX1 ag: inactive; HIF act: 0.3; TRPC4 block: inactive; TRPC6 inhibitor: inactive; TRPC6 activator: inactive

How did Cc1ccc(Cn2nc(C)c(NC(=O)c3nn(C)cc3Cl)c2C)cc1 do in these assays?
MrgX1 antagonist: -10.2*; RGS4 pot: inactive; MrgX1 allo act: inactive; RGS4 inh: inactive; Platelet DG rel: -3.2; SKKanGAS inh: -7.5; MrgX1 ag: inactive; HIF act: 0.0; TRPC4 block: inactive; TRPC6 inhibitor: inactive; TRPC6 activator: inactive

What do the screens show for `CCCCN(CC(O)COc1cccc(C)c1)CC(O)COc1cccc(C)c1` (centres undefined)?
MrgX1 antagonist: inactive; RGS4 pot: inactive; MrgX1 allo act: inactive; RGS4 inh: inactive; Platelet DG rel: 2.4; SKKanGAS inh: -0.4; MrgX1 ag: inactive; HIF act: 0.4; TRPC4 block: inactive; TRPC6 inhibitor: inactive; TRPC6 activator: inactive

How did CCOc1ccc(CSCCNC(=S)Nc2ccccc2)cc1 do in these assays?
MrgX1 antagonist: inactive; RGS4 pot: inactive; MrgX1 allo act: inactive; RGS4 inh: inactive; Platelet DG rel: -2.4; SKKanGAS inh: -9.1; MrgX1 ag: inactive; HIF act: 0.3; TRPC4 block: inactive; TRPC6 inhibitor: inactive; TRPC6 activator: inactive

How did CCOC(=O)N1CCN(Cc2cc(=O)oc3cc4c(cc23)CCC4)CC1 do in these assays?
MrgX1 antagonist: inactive; RGS4 pot: inactive; MrgX1 allo act: inactive; RGS4 inh: inactive; Platelet DG rel: 77.9*; SKKanGAS inh: -5.8; MrgX1 ag: 33*; HIF act: -0.3; TRPC4 block: inactive; TRPC6 inhibitor: inactive; TRPC6 activator: inactive

How did CCOCCCNC(=O)c1oc2ccc3c(c2c1C)C(O)CC(C)(C)O3 (centres undefined) do in these assays?
MrgX1 antagonist: inactive; RGS4 pot: inactive; MrgX1 allo act: inactive; RGS4 inh: inactive; Platelet DG rel: -3.0; SKKanGAS inh: 0.5; MrgX1 ag: inactive; HIF act: 1.5; TRPC4 block: inactive; TRPC6 inhibitor: inactive; TRPC6 activator: inactive

What do the screens show for `Cc1nnc(SCC(=O)Nc2ccc(-c3nc4ccccc4s3)cc2)s1`?
MrgX1 antagonist: inactive; RGS4 pot: inactive; MrgX1 allo act: inactive; RGS4 inh: inactive; Platelet DG rel: 11.1; SKKanGAS inh: 3.0; MrgX1 ag: inactive; HIF act: 0.0; TRPC4 block: inactive; TRPC6 inhibitor: inactive; TRPC6 activator: inactive

What do the screens show for `O=C(c1ccc2c(c1)OCO2)C1CCCN(Cc2cn[nH]c2-c2ccccc2)C1` (centres undefined)?
MrgX1 antagonist: inactive; RGS4 pot: inactive; MrgX1 allo act: inactive; RGS4 inh: inactive; Platelet DG rel: -0.1; SKKanGAS inh: 5.2; MrgX1 ag: inactive; HIF act: 0.3; TRPC4 block: inactive; TRPC6 inhibitor: inactive; TRPC6 activator: inactive

What do the screens show for `COc1ccccc1N=Nc1[nH]c2ccc(C)cc2c1O`?
MrgX1 antagonist: inactive; RGS4 pot: inactive; MrgX1 allo act: inactive; RGS4 inh: inactive; Platelet DG rel: -6.7; SKKanGAS inh: 3.1; MrgX1 ag: inactive; HIF act: -0.1; TRPC4 block: inactive; TRPC6 inhibitor: inactive; TRPC6 activator: inactive

How did Cc1ccc(NC(=O)Nc2ccc(Cl)cn2)cc1 do in these assays?
RGS4 pot: inactive; RGS4 inh: inactive; Platelet DG rel: 1.5; SKKanGAS inh: -2.5; HIF act: 1.6; TRPC4 block: inactive; TRPC6 inhibitor: inactive; TRPC6 activator: inactive

Results for CCn1c(=O)cc(OCC(=O)NCCc2cccc(C)c2)c2ccccc21 ?
MrgX1 antagonist: inactive; RGS4 pot: inactive; MrgX1 allo act: inactive; RGS4 inh: inactive; Platelet DG rel: -2.4; SKKanGAS inh: 3.0; MrgX1 ag: inactive; HIF act: -0.2; TRPC4 block: inactive; TRPC6 inhibitor: inactive; TRPC6 activator: inactive

Results for CN1CCN(S(=O)(=O)c2ccc(C(=O)Nc3ccccc3)cc2)CC1 ?
MrgX1 antagonist: inactive; RGS4 pot: inactive; MrgX1 allo act: inactive; RGS4 inh: inactive; Platelet DG rel: -1.2; SKKanGAS inh: 11.3; MrgX1 ag: inactive; TRPC4 block: inactive; TRPC6 inhibitor: inactive; TRPC6 activator: inactive

Results for CC(=O)Nc1ccc(S(=O)(=O)N/N=C/c2ccc(C)o2)cc1 ?
MrgX1 antagonist: inactive; RGS4 pot: inactive; MrgX1 allo act: inactive; RGS4 inh: inactive; Platelet DG rel: 8.6; SKKanGAS inh: 9.4; MrgX1 ag: inactive; HIF act: 0.4; TRPC4 block: inactive; TRPC6 inhibitor: inactive; TRPC6 activator: inactive

Results for COC(=O)COc1ccc(C(c2c(C)[nH][nH]c2=O)c2c(C)[nH][nH]c2=O)cc1 ?
MrgX1 antagonist: inactive; RGS4 pot: inactive; MrgX1 allo act: inactive; RGS4 inh: inactive; Platelet DG rel: 6.3; SKKanGAS inh: -0.2; MrgX1 ag: inactive; HIF act: -1.7; TRPC4 block: inactive; TRPC6 inhibitor: inactive; TRPC6 activator: inactive

How did Cc1[nH]c(=O)[nH]c(=O)c1CSCC(=O)OCC(=O)c1ccc(Br)cc1 do in these assays?
MrgX1 antagonist: inactive; RGS4 pot: inactive; MrgX1 allo act: inactive; RGS4 inh: inactive; Platelet DG rel: 1.2; SKKanGAS inh: 1.7; MrgX1 ag: inactive; HIF act: -0.1; TRPC4 block: inactive; TRPC6 inhibitor: inactive; TRPC6 activator: inactive

How did CCOC(=O)C(NC(=O)c1ccccc1OCC)(Nc1ncccn1)C(F)(F)F (centres undefined) do in these assays?
MrgX1 antagonist: inactive; RGS4 pot: inactive; MrgX1 allo act: inactive; RGS4 inh: inactive; Platelet DG rel: 2.4; SKKanGAS inh: -11.1; MrgX1 ag: inactive; HIF act: -0.2; TRPC4 block: inactive; TRPC6 inhibitor: inactive; TRPC6 activator: inactive

Results for CC1=C(C(=O)O)N2C(=O)C(NC(=O)c3ccn(C)n3)C2SC1 (centres undefined) ?
MrgX1 antagonist: inactive; RGS4 pot: inactive; MrgX1 allo act: inactive; RGS4 inh: inactive; Platelet DG rel: 21.9; SKKanGAS inh: -3.7; MrgX1 ag: inactive; HIF act: -0.5; TRPC4 block: inactive; TRPC6 inhibitor: inactive; TRPC6 activator: inactive

What do the screens show for `COc1cccc(CNCc2ccc(SC)cc2)c1OC`?
MrgX1 antagonist: inactive; RGS4 pot: inactive; MrgX1 allo act: inactive; RGS4 inh: inactive; Platelet DG rel: 1.3; SKKanGAS inh: -1.7; MrgX1 ag: inactive; HIF act: 0.2; TRPC4 block: inactive; TRPC6 inhibitor: inactive; TRPC6 activator: inactive

Results for CC1(C)CC(=O)c2cc(OCC(=O)N3CCOCC3)ccc2O1 ?
MrgX1 antagonist: inactive; RGS4 pot: inactive; MrgX1 allo act: inactive; RGS4 inh: inactive; Platelet DG rel: -4.2; SKKanGAS inh: -2.2; MrgX1 ag: inactive; HIF act: -0.8; TRPC4 block: inactive; TRPC6 inhibitor: inactive; TRPC6 activator: inactive

Rows are unselected; about 6.1% have a hit in one of these screens.
